Screens from PubChem.
ERG Ets-DNA blk: blocks human ERG Ets domain binding to DNA. P11308. Potency, µM (doses to about 76.9 µM), without a hit: top-dose FP activity, negative = inhibition, usual class: inhibitors. AID 624246. 370,000 compounds, 0.028% hits. fluorescence polarization, His-ERG Ets domain / labelled DNA; active = well fitted inhibition curve with a large enough effect in the polarisation, with a control signal flat; inconclusive = small, poorly fitted or top-dose-only effect, or effect the other way, or a change in a side signal; inactive = no such curve, though single readings can be large or run the other way; the % refers to the polarisation;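 also: polarization taken with two DNA probes labelled with fluorescein and Texas red; potency is read from the fitted curve at half-maximal effect; % of control where 0% means no effect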
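His-tagged ERG Ets domain (1 uM in the protein solution; 300mM KCl, 50mM Tris-HCl, 1mM EDTA, 1mM DTT, pH 7.5) received compound, then a probe mix of 5 nM fluorescein-DNA and 100nM Texas-615-DNA. Fluorescence polarization was read for both dyes.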
PI4K2A inh: PI4K2A (human) kinase inhibition. activity change, negative = inhibition, % at 76.9 µM. 420,000 compounds, 0.13% hits. purified PI4K2A, ADP-Glo luminescence, 1 h; active compounds read low; in the data active = activity change below about -50%; inconclusive = mostly about -30% to -49%;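 also: -100% = wells without enzyme as full effect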
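In this quantitative HTS, ADP production by PI4K2A was quantified luminescently after 1 h at ambient temperature; 100 microM adenosine served as plate-quality control.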
BAZ2B block: inhibitors of human BAZ2B bromodomain | Q9UIF8 | AlphaScreen BAZ2B-H3K14Ac peptide displacement | Potency, µM (top dose mostly 114 µM), inactives show at the top dose activity change, negative = inhibition, actives largely listed as inhibitors | 360,000 compounds, 4.4% hits | AID 504333; also: potency is read from the fitted curve at half-maximal effect; % is scaled to controls: 0 for no effect and ±100 for the full control effect; nearly all actives have a fitted effect of over 60% in size
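Protein-peptide AlphaScreen: BAZ2B 50 nM, b-H3K14Ac 50 nM, 1x PBS pH 7.4 + 0.01% Tween-20. Preincubation 30 min RT; cpd 30 min RT (top 110 uM); beads 20 min RT, light-protected.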
G9a inh: inhibitors of human histone lysine methyltransferase G9a. Q96KQ7. G9a H3K9 monomethylation, AlphaScreen, 2 h. Potency, µM (titrated, usually from 102 µM), for the others: at the top dose activity, negative = inhibition, usual class: inhibitors. 350,000 compounds, 8.8% hits; also: potency is read from the fitted curve at half-maximal effect; % is scaled to controls: 0 for no effect and ±100 for the full control effect; nearly all actives have a fitted effect of over 75% in size
Target sequence (Q96KQ7 913-1193 limits assumed): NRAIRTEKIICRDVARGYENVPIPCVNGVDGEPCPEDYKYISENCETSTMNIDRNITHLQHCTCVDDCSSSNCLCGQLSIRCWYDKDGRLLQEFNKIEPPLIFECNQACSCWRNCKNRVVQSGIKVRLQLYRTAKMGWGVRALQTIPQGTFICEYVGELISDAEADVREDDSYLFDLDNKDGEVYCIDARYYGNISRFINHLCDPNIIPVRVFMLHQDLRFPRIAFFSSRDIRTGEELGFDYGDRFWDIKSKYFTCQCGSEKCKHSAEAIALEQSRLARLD
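AlphaScreen read-out: biotin-H3K9 peptide (500 nM) methylation by 20 nM enzyme with 20 uM SAM, 2 h at room temperature after 15 min compound preincubation; anti-monomethyl H3K9 antibody plus donor/acceptor beads, 10 min dark.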
JMJD2A Tudor: inhibitors of human JMJD2A Tudor domain; O75164; AlphaScreen JMJD2A-Tudor / H3K4me3 peptide binding; Potency, µM (series often up to 114 µM), inactives show at the highest dose activity change, negative = inhibition, usual class: inhibitors; 390,000 compounds, 4.4% hits; AID 504339; also: potency is read from the fitted curve at half-maximal effect; % is scaled to controls: 0 for no effect and ±100 for the full control effect; nearly all actives have a fitted effect of over 50% in size
Pin1 inhibitor: blocks the human prolyl isomerase Pin1; Q13526; Pin1 FP peptide displacement, HiFluor488, 10 min; Potency, µM (series often up to 115 µM), for inactives: at the highest dose activity, negative = inhibition, most hits filed as inhibitors; 390,000 compounds, 0.009% hits; active = well fitted inhibition curve with a large enough effect in the polarisation, with a control signal flat, not every such curve was filed as active; inconclusive = small, poorly fitted or top-dose-only effect, or effect the other way, or a change in a side signal; inactive = no such curve, though single readings can be large or run the other way; the % refers to the polarisation; also: potency is read from the fitted curve at half-maximal effect; % is scaled to controls: 0 for no effect and ±100 for the full control effect
Target sequence (Q13526 whole entry, looked up): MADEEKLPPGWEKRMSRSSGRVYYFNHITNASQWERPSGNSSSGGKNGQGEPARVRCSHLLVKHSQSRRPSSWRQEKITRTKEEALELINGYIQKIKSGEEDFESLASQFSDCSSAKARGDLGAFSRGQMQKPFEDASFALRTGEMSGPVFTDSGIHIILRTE
GLS inhibitor: blocks human kidney-isoform glutaminase activity. GLS enzymatic activity, qHTS titration. Potency, µM (highest dose often 45.5 µM), without a hit: at the highest dose activity change, negative = inhibition, most hits filed as inhibitors. 410,000 compounds, 0.21% hits; also: potency is read from the fitted curve at half-maximal effect; % is scaled to controls: 0 for no effect and ±100 for the full control effect
Target sequence (O94925 whole entry, looked up, canonical isoform): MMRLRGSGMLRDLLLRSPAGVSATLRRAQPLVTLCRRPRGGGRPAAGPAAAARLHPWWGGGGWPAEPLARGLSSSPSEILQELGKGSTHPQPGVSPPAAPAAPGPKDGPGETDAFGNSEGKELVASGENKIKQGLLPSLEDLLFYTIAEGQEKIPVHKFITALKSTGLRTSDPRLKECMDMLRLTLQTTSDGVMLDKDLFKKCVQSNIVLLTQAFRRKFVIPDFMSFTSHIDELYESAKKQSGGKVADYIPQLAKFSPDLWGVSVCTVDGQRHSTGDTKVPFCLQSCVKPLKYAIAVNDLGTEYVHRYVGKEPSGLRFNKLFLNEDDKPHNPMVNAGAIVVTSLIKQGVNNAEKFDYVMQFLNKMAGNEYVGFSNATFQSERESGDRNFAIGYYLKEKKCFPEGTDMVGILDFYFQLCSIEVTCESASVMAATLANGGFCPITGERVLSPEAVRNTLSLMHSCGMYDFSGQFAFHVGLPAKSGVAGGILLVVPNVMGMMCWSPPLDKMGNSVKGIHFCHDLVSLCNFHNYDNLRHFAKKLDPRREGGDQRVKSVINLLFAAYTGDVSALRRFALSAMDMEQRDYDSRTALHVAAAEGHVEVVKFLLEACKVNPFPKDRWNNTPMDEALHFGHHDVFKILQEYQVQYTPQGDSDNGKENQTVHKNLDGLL
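Human kidney-isoform GLS in 45 mM KH2PO4 pH 8.2, 0.02% Tween-20, with compound, started with 1mM L-Glutamine (added stock). Glutamate oxidase/HRP/Amplex red coupled fluorescence read at start and after 30 min at RT.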
HP1b binding inh: HP1-beta chromodomain-methylated histone interaction inhibition; AID 540317; AlphaScreen HP1-beta / biotin-H3K9me3 peptide binding; P83916; Potency, µM (doses to about 114 µM), for the others: at the top dose activity change, negative = inhibition, hits mostly inhibitors; 390,000 compounds, 0.56% hits; also: potency is read from the fitted curve at half-maximal effect; nearly all actives have a fitted effect of over 70% in size; inactives centre near 23
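AlphaScreen: HP1-beta (50 nM) preformed 30 min with biotin-H3(1-18)K9me3 peptide (50 nM) in PBS pH 7.4, 0.01% Tween-20. Compound added for 30 min at RT, then streptavidin donor/nickel chelate acceptor beads (10 ug/mL) for 30 min.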
Tb PGK inh: inhibitors of T. brucei phosphoglycerate kinase; 380,000 compounds, 0.043% hits; Potency, µM (doses to about 57.5 µM), inactives show top-dose activity change, negative = inhibition, usual class: inhibitors; P07378; AID 602233; PGK/GAPDH coupled, Kinase-Glo luminescence, 60 min; also: potency is read from the fitted curve at half-maximal effect; % is scaled to controls: 0 for no effect and ±100 for the full control effect; nearly all actives have a fitted effect of over 60% in size
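Luminescent ATP detection (Kinase-Glo Plus) follows a 60-minute room-temperature incubation, with wells lacking PGK as controls. Buffer: 100 mM TEA (pH 7.6), 5 mM MgCl2, 0.01% Tween-20. Coupling enzyme GAPDH (100 nM final) supplies unstable 1,3-BPG in-well.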
Active calls of the source: *; i = inactive; ? = inconclusive; . = not tested or not shown; & = joins results of further samples; [ ] = remark or other dose. Unless noted, calls follow the shape of the dose curve; as a rule, active = well fitted curve in the direction sought with a large enough effect; inconclusive = small, poorly fitted or top-dose-only effect, or another doubt; inactive = no such curve, though single readings can be large; an effect the other way counts as inactive or inconclusive.

# | molecule | PI4K2A inh | G9a inh | Tb PGK inh | ERG Ets-DNA blk | Pin1 inhibitor
1 | C[C@H](CO)N1C[C@H](C)[C@@H](CN(C)C(=O)Nc2ccc(C(F)(F)F)cc2)Oc2c(NS(=O)(=O)c3ccccc3)cccc2C1=O | 1 | . | -5% | -3% | -8%
2 | O=C(O)CSCC(=O)N1CCc2c([nH]c3ccccc23)C1C(F)(F)F (stereo unspecified) | -1 | 12% | -7% | -2% | 0%
3 | COc1cccc(NC(=O)C2CCN(S(=O)(=O)c3ccccc3)CC2)c1 | 2 | . | 0% | -6% | ?
4 | CCOC(=O)N1CCN(CC(O)COCc2ccc(Cl)cc2)CC1 (stereo unspecified) | 5 | ? | -2% | 0% | -5%
5 | COc1ccccc1/C=N/NC(=O)CC(=O)NCCc1ccccc1 | 6 | . | 7% | ? | -11%
6 | NNC(=O)c1c[nH]c2ccc(OCc3ccccc3)cc12 | -3 | . | -8% | 23% | -11%
7 | CCOC(=O)c1cc(-c2ccc(F)cc2)nc2c1c(=O)[nH]c(=O)n2Cc1ccccc1 | -1 | -111% | -9% | 12% | -2%
8 | CC(/C=C(\NC(=O)c1ccccc1)C(=O)N=Nc1c(O)[nH]c2ccc(C)cc12)=C\c1ccccc1 | 5 | 30%[59 µM] | 1% | -4% | -4%

# | GLS inhibitor | JMJD2A Tudor | BAZ2B block | HP1b binding inh
1 | 2% | -28% | . | 24%
2 | 6% | -4% | -15% | 56%[activator]
3 | 1% | -4% | 1% | 18%
4 | 3% | -10% | 12% | 14%
5 | 5% | -15% | . | 23%
6 | 0% | -23% | . | 20%
7 | 18% | -26% | -16% | 2%
8 | 9% | -16% | -5% | 8%

The list goes on:
# | molecule | PI4K2A inh | G9a inh | Tb PGK inh | ERG Ets-DNA blk | Pin1 inhibitor
9 | Cn1c(=O)oc2cc(S(=O)(=O)Nc3ccccc3O)ccc21 | -3&-3 | 16%&6%[59 µM] | -3%&-9% | 4%&10% | -4%&7%
10 | O=[N+]([O-])c1cc(S(=O)(=O)c2ccc(N3CCCCC3)c([N+](=O)[O-])c2)ccc1N1CCCCC1 | 4 | ? | i | 0% | 1%
11 | Cc1cc(C)c2c(=O)[nH]c(SCC(=O)Nc3ccc(N(C)C)cc3)nc2n1 | -12 | ? | . | . | -10%
12 | Cc1cccc(C(=O)NNC(=O)c2cccc(C)c2)c1 | 0 | 7% | 16% | 3% | -4%
13 | Cc1ccc(CNC(=O)C2CCN(S(=O)(=O)N3CCOCC3)CC2)cc1 | 3 | -33% | -4% | -8% | -4%
14 | COc1ccc(C(=O)CSc2nnc(NC(=O)C3CC(=O)N(c4cccc(OC)c4)C3)s2)cc1 (stereo unspecified) | 2 | ? | 1% | 5% | 19%
15 | COc1ccc(N2CCN(C(=O)COc3ncnc4ccccc34)CC2)cc1 | -1 | 0% | -2% | 12% | -6%
16 | CCC(C)(C)NC(=O)C(c1ccco1)N(C(=O)c1csnn1)c1cccc(F)c1 (stereo unspecified) | 2 | 3% | -9% | 4% | 1%

# | GLS inhibitor | JMJD2A Tudor | BAZ2B block | HP1b binding inh
9 | -7%&-17% | -12%&-18% | ? | 25%&52%
10 | -7% | ? | ? | -17%
11 | 61%[activator] | -31% | ? | -6%
12 | 4% | -6% | 4% | 20%
13 | -4% | -5% | 1% | 9%
14 | 6% | -1% | -3% | 21%
15 | -6% | -14% | 2% | 15%
16 | 5% | -16% | 7% | 9%

(more compounds)
# | molecule | PI4K2A inh | G9a inh | Tb PGK inh | ERG Ets-DNA blk | Pin1 inhibitor
17 | Cc1cccc2c(C(=O)Nc3ccc(Br)cc3)cc(-c3ccccn3)nc12 | 9 | 8%[59 µM] | -2% | 11% | -1%
18 | CCOC(=O)c1cccc(NC(=O)Cn2c(=O)nc(-c3ccccc3)c3ccccc32)c1 | -1 | 14%[59 µM] | -4% | -3% | 1%
19 | O=C(/N=C1\NC(=O)C(F)(C(F)(F)F)S1)NC1CCCCC1 (stereo unspecified) | -15 | 3.2µM* | -8% | 0% | -3%
20 | O=C(COC(=O)c1c[nH]c(=O)[nH]c1=O)Nc1cccc([N+](=O)[O-])c1 | -1 | -11%[12.7 µM] | 9% | 1% | -2%
21 | NNC(=S)Nc1ccc(S(=O)(=O)N2CCOCC2)cc1 | 7 | . | -12% | -3% | 2%
22 | Cc1ccc(-n2ncc3c(N4CCCCCC4)ncnc32)cc1C | -1 | 8%[59 µM] | 0% | 0% | 5%
23 | CC(=O)Nc1ccccc1OC(=O)N1CCOCC1 | 5 | 11%[59 µM] | -1% | 3% | 5%
24 | O=C(CNC(=O)c1cccc(Br)c1)N/N=C/c1cn[nH]c1-c1ccccc1 | 4 | -3% | -7% | 4% | 2%

# | GLS inhibitor | JMJD2A Tudor | BAZ2B block | HP1b binding inh
17 | -14% | -12% | 0% | 57%[activator]
18 | -2% | ? | -5% | 14%
19 | -7% | 50µM* | -28% | ?
20 | 0% | -5% | 2% | 39%[activator]
21 | 5% | ? | -10% | 1%
22 | -4% | 16% | 46%[activator] | 62%[activator]
23 | 3% | -13% | -2% | 0%
24 | 0% | -34% | -4% | 25%

The listing continues:
# | molecule | PI4K2A inh | G9a inh | Tb PGK inh | ERG Ets-DNA blk | Pin1 inhibitor
25 | Cc1cc(C)c2c(n1)SCC(=O)N2CC(=O)Nc1ccc(C)c(C)c1 | -1&2 | 15%[59 µM] | -4% | -1%&1% | -1%&1%
26 | COc1ccc(Cc2cnc(N)s2)cc1 | -1 | 22%[0.501 µM] | -10% | 2% | -1%
27 | O=C(Nc1ccc(Cl)cc1)C1CCN(c2nc3ccccc3n3cccc23)CC1 | -8 | -39%[59 µM] | 6% | 12% | ?
28 | CCc1c(C)c(C#N)c2nc3ccccc3n2c1NCCN(C)C | 0 | ? | 2% | -2% | 5%
29 | CCOc1ccc2nc(SCC(=O)NCc3ccc(OC)c(OC)c3)[nH]c2c1 | 1 | 0% | -6% | -1% | 11%
30 | COCCNC(=O)C1CCC(=O)N(c2ccc(OC)cc2)C1c1ccc(OC)c(OC)c1 (stereo unspecified) | 5 | -10% | -2% | -1% | 7%
31 | O=C(CSc1nnc(CNC(=O)c2ccccc2F)n1-c1ccccc1)Nc1ccccc1F | 0 | -25%[59 µM] | 5% | -10% | -4%
32 | CC(C)CCN(C(=O)CCSc1ccc(F)cc1)c1c(N)n(Cc2ccccc2)c(=O)[nH]c1=O | -5 | -24% | i | 2% | 9%

# | GLS inhibitor | JMJD2A Tudor | BAZ2B block | HP1b binding inh
25 | 1%&2% | -1%&-1% | 3%&-25% | 44%&42%[activator]
26 | 18% | -28% | -9% | 12%
27 | -14% | -25% | ? | 20%
28 | 13% | 8% | 1% | 32%
29 | 5% | -24% | -12% | -14%
30 | 18% | -3% | -5% | 16%
31 | 2% | -7% | -13% | 15%
32 | 16% | -12% | 11% | 12%

The final four records of the part before open the next one.
# | molecule | PI4K2A inh | G9a inh | Tb PGK inh | ERG Ets-DNA blk | Pin1 inhibitor
29 | CCOc1ccc2nc(SCC(=O)NCc3ccc(OC)c(OC)c3)[nH]c2c1 | 1 | 0% | -6% | -1% | 11%
30 | COCCNC(=O)C1CCC(=O)N(c2ccc(OC)cc2)C1c1ccc(OC)c(OC)c1 (stereo unspecified) | 5 | -10% | -2% | -1% | 7%
31 | O=C(CSc1nnc(CNC(=O)c2ccccc2F)n1-c1ccccc1)Nc1ccccc1F | 0 | -25%[59 µM] | 5% | -10% | -4%
32 | CC(C)CCN(C(=O)CCSc1ccc(F)cc1)c1c(N)n(Cc2ccccc2)c(=O)[nH]c1=O | -5 | -24% | i | 2% | 9%
33 | CCOC(=O)C1=C(C)NC(=O)NC1c1ccc(OC(C)C(=O)O)c(OC)c1 (stereo unspecified) | -3 | -7%[59 µM] | 3% | . | 1%
34 | Cc1oc(-c2cccc(Cl)c2)nc1CN1CCCC(C(=O)N2CCN(c3ccc(F)cc3)CC2)C1 (stereo unspecified) | -1 | 18µM* | -4% | 7% | -1%
35 | CCOc1cc(/C=N/NC(=O)CSc2nnc(C)s2)ccc1OCc1ccccc1Cl | -4 | 21%[59 µM] | 0% | 13% | 35%[activator]
36 | CNC[C@H]1Oc2c(NS(=O)(=O)c3ccc(OC)cc3)cccc2C(=O)N([C@H](C)CO)C[C@@H]1C | -3 | . | -10% | 3% | -12%
37 | CCCn1c(C(O)c2ccc(OC)cc2)nc2ccccc21 (stereo unspecified) | 1 | ? | 12% | -1% | -8%
38 | CCOC(=O)/C(C#N)=C/c1ccc(-c2ccsc2C(=O)OC)o1 | 2 | 16%[12.7 µM] | -5% | 2% | ?
39 | O=C(Nc1cccc(C(F)(F)F)c1)C1CCCN(S(=O)(=O)c2cccc3nsnc23)C1 (stereo unspecified) | -6 | -30%[59 µM] | 4% | -8% | 8%
40 | Cn1c2ccccc2c(=O)c2ccc(-c3ccc4c(c3)OCO4)cc21 | -7 | . | -1% | -10% | 6%

# | GLS inhibitor | JMJD2A Tudor | BAZ2B block | HP1b binding inh
29 | 5% | -24% | -12% | -14%
30 | 18% | -3% | -5% | 16%
31 | 2% | -7% | -13% | 15%
32 | 16% | -12% | 11% | 12%
33 | -2% | -6% | 11% | 26%
34 | 6% | 40µM* | 10µM* | ?
35 | 3% | -17% | 3% | 46%[activator]
36 | 6% | -21% | . | 30%
37 | 8% | -17% | -1% | 43%[activator]
38 | 7% | -22% | -2% | 4%
39 | -9% | -6% | . | 16%
40 | 0% | -1% | ? | 57%[activator]
